Assay outcomes deposited in PubChem by several laboratories.
CRFR2-BP ag: agonists of human CRF-binding protein/CRF-R2 receptor complex. HEK293 CRF-R2/CRF-BP, calcium dye fluorescence (FLIPR); percent of saturating CRF peptide response. activation, % at 13.2 µM. 0.46% of 350,000 active;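 active means activation of at least 50%, plus an integration ratio under a set limit after plate pattern correction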;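 further: plate controls were neutral control wells without compound for no effect and CRF at EC100 for full effect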
CHRM5 PAM: positive allosteric modulators of human muscarinic M5 receptor; activation, % at 3 µM; 0.3% of 360,000 active; CHO-K1 hM5, Fluo-8 calcium, ACh EC20 PAM; 0% = ACh EC20, 100% = ACh EC100;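 active means activation above the run cutoff, the mean activation of all test compounds plus 3 SD, cut at about 18% in these data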
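system = human M5 receptor in CHO-K1 cells | compound = one concentration, 3 µM final (nominal) | schedule = Post-acetylcholine fluorescence recording 140 s | signal = Fluo-8 calcium dye fluorescence, kinetic read | benchmarks = low control EC20 acetylcholine (0%), high control EC100 acetylcholine (100%) | repeats = singlicate, one well per test compound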
CHRM5 agonist: agonists of human muscarinic M5 receptor (CHRM5) | P08912 | CHO-K1 hM5 cells, Fluo-8 calcium fluorescence; 0% DMSO wells, 100% maximal acetylcholine response | activation, % at 3 µM | 0.19% of 360,000 active;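 active means activation above the run's mean over test compounds plus 3 SD, cut at about 23% in these data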;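 further: signal is peak over basal fluorescence ratio across the kinetic read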
CHRM4 antagonist: antagonists of human muscarinic M4 receptor (CHRM4); CHO-hM4 cells, ACh EC80, Fluo-8 calcium fluorescence; inhibition, % at 3 µM; 0.73% of 360,000 active; P08173;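 active means inhibition above its plate's cutoff, the mean inhibition of sample wells plus 3 SD, cut at about 27% in these data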;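 further: 0% = acetylcholine EC80 with DMSO and 100% = DMSO without agonist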
Target sequence (P08173 whole entry, looked up): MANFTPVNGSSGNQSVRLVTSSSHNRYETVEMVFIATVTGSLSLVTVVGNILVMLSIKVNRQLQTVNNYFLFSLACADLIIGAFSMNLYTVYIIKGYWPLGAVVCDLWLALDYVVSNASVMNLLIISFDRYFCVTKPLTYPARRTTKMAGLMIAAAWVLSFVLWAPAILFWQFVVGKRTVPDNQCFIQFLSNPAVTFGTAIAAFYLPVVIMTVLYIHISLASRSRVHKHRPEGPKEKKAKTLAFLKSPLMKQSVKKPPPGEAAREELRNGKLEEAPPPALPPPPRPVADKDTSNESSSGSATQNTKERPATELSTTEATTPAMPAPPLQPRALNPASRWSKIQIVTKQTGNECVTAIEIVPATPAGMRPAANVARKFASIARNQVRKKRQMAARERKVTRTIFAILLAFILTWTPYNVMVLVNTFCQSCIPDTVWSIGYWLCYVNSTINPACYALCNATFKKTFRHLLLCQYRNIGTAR
M1 antag: human CHRM1 antagonism | AID 588852 | P11229 | 1.3% of 360,000 active | CHO-K1 hM1, Fluo-8 calcium fluorescence, ACh EC80 antagonist | inhibition, % at 3 µM;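 active means percent inhibition above its own plate's cutoff, namely the mean of that plate's compound wells plus 3 SD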;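 further: peak over basal fluorescence ratio during 140 s after agonist addition; 0% = ACh EC80 plus DMSO and 100% = DMSO alone without agonist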
Target sequence (P11229 whole entry, looked up): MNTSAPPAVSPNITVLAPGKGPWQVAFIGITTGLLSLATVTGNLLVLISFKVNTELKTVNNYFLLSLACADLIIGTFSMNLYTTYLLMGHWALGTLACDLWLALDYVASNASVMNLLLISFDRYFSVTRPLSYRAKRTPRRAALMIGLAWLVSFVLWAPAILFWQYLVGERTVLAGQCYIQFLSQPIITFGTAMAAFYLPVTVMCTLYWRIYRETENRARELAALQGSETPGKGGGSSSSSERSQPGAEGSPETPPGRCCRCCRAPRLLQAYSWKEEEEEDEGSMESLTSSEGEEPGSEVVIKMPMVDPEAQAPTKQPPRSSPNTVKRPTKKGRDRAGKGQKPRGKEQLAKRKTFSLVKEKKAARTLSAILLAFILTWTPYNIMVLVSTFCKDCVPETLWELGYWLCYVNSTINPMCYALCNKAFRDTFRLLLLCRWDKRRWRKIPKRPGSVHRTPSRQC
CHRM4 PAM: CHRM4 positive allosteric modulation | P08173 | CHO-K1 hM4/Gqi5, Fluo-8 calcium fluorescence, ACh EC20; 0% = ACh EC20, 100% = maximal ACh | activation, % at 3 µM | 0.4% of 360,000 active;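 active means activation above its plate's cutoff, the mean activation of sample wells plus 3 SD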; further: some results filed as inactive read as strong as hits
M1 PAM: human CHRM1 positive allosteric modulation | AID 588819 | activation, % at 3 µM | P11229 | CHO-K1 hM1, Fluo-8 calcium fluorescence, ACh EC20; 0% = ACh EC20, 100% = maximal ACh | 0.088% of 360,000 active; in the data active means activation above about 19%, passing the limit was not always enough
M5 antag: antagonists of human muscarinic M5 receptor (CHRM5). CHO-hM5 cells, Fluo-8 calcium fluorescence, ACh EC80. inhibition, % at 3 µM. 0.59% of 360,000 active;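 active means inhibition above a per-plate cutoff, the mean of that plate's test compounds plus 3 SD, cut at about 27% in these data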;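 further: 0% = acetylcholine EC80 with DMSO and 100% = DMSO without agonist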
M4 ag: CHRM4 agonism in calcium assay; P08173; CHO-K1 hM4/Gqi5, Fluo-8 calcium fluorescence; vehicle 0%, full acetylcholine response 100%; activation, % at 3 µM; 0.14% of 360,000 active;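 active means activation above the run mean over all test wells plus 3 SD, cut at about 32% in these data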;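 further: peak over basal fluorescence ratio per well then scaled between controls; 0% = DMSO wells and 100% = acetylcholine at EC100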
* = called active by the depositor; x = not tested or not shown. The order is random; overall some 2.8% were active at least once.

Structure	M4 ag	M1 antag	CHRM5 agonist	CHRM4 antagonist	CRFR2-BP ag	CHRM4 PAM	M1 PAM	CHRM5 PAM	M5 antag
Cc1ccc(OCc2cc(C(=O)N(C)CCc3nc4ccccc4[nH]3)no2)cc1C	8	0	-1	-1	-0.2	-1	3	7	2
O=C(c1cccc(NS(=O)(=O)c2cccc(C(F)(F)F)c2)c1)N1CCOCC1	0	9	-1	-9	0.9	0	-2	-2	-9
O=C(O)C(C(O)c1ccccc1)[n+]1ccccc1 (centres undefined)	0	16	3	-3	-1.5	10	-4	-3	10
O=C(Nc1ccccc1)c1ccncc1	-1	-9	-3	-3	-0.7	0	7	9	-6
CO/N=C/Cc1c([N+](=O)[O-])c(C)nn1C	0	-10	-4	-6	0.3	17	6	-7	1
COC(=O)c1ccc(NS(=O)(=O)c2c(C)nc3sccn3c2=O)cc1	6	-1	4	-9	x	0	-1	-1	0
COc1cc(C)nc(OCCNS(=O)(=O)c2cc(C)ccc2C)n1	2	5	1	10	1.0	7	2	1	4
CC(C)CNC(=O)Nc1ccccc1F	0	-2	-1	12	0.9	2	10	-1	1
O=c1oc2ccccc2nc1/C=C(O)/C=C/c1ccc(F)cc1	1	-5	-3	2	46	1	5	-1	-2
O=C(c1cccs1)c1sccc1Cc1ccccc1	-2	-10	-2	2	1.1	1	8	-3	13
O=C(Nc1ccccc1Cl)N1C2CCC1CC(O)(c1cccnc1)C2 (centres undefined)	1	-10	0	3	-4.2	-2	14	-2	-3
COC(=O)c1cc(=O)nc(NN=C2CCCCC2)s1	1	-7	1	0	x	0	3	2	-3
O=C(CCn1ccc([N+](=O)[O-])n1)Nc1nccs1	2	-5	-2	-2	-0.1	1	6	-8	12
COc1ccc(N(C(=O)c2cnccn2)C(C(=O)NC2CCCCC2)c2ccc(O)cc2)cc1 (centres undefined)	0	-3	-1	-1	-3.3	-2	11	3	-1
CCOC(=O)C1CCCN(C(=O)C2CCCN(S(=O)(=O)c3ccc4c(c3)oc(=O)n4C)C2)C1 (centres undefined)	2	-1	3	-8	-0.7	2	1	-1	4
CCN1C(=O)[C@H]2[C@@H](c3ccc(-c4ccc(C(C)=O)cc4)cc3)N3CCCC[C@@]3(C(=O)OC)[C@H]2C1=O	1	-9	0	2	1.1	5	9	4	2
FC(F)(F)c1nnc2ccc(NCc3cccnc3)nn12	1	-1	1	8	-1.0	-5	5	7	8
COc1cccc(C(=O)NCc2ccc3c(c2)OCO3)c1	1	-11	0	5	-3.6	-3	6	-7	-1
CCN(c1ccccc1)S(=O)(=O)c1ccc(Cl)c(NC(=O)CSc2n[nH]c(N)n2)c1	3	4	1	3	-1.2	0	2	-3	6
Cc1ccccc1NC(=O)N1C2CCC1CC(O)(c1cccnc1)C2 (centres undefined)	0	-9	0	14	-1.9	3	6	3	-3
O=S(=O)(NCc1cc(-c2ccc(Cl)cc2)no1)c1ccccc1	3	-4	-1	11	0.1	-5	2	-5	2
Cn1ccnc1SCC(=O)c1ccc(C#N)cc1	2	-2	-1	-3	-0.4	9	1	1	-3
COC(CNC(=O)c1cccnc1)OC	1	4	-4	-5	1.9	2	1	-1	-6
CC(=O)N[C@@H](Cc1c[nH]c2ccccc12)C(=O)NC1CCCc2ccccc21 (some centres undefined)	2	-14	-1	-5	-0.7	-1	17	0	12
COc1cc(/C=C/C(=O)OCC(=O)Nc2ccc(NC(C)=O)cc2)cc(S(=O)(=O)N2CCc3ccccc32)c1OC	15	32	-3	11	-1.1	-16	-8	-8	11
CCOc1cc(/C=C/c2ccc3cccc([N+](=O)[O-])c3n2)ccc1OCC(=O)N(C)C	10	5	4	-10	-4.8	-6	1	-1	5
COc1ccc(-n2c(SCC(=O)NNC(=O)c3ccccc3C)nnc2-c2ccncc2)cc1	1	-5	-3	19	-0.2	1	4	-4	13
Cc1nc(NC(=O)CN(C)S(=O)(=O)c2ccc(Br)cc2)sc1C	7	13	2	4	-3.7	-7	-8	-17	15
CCCN1CCN(C(=O)Nc2ccc(C(=O)OCC)cc2)CC1	2	1	4	-1	-1.5	7	3	13	-4
CCNC(=O)NC(=O)C(C)OC(=O)c1cccn1C (centres undefined)	1	-13	-2	0	0.1	1	9	7	2

13 compounds from above, sorted by length of the SMILES, falling:
Structure	M4 ag	M1 antag	CHRM5 agonist	CHRM4 antagonist	CRFR2-BP ag	CHRM4 PAM	M1 PAM	CHRM5 PAM	M5 antag
CCN(c1ccccc1)S(=O)(=O)c1ccc(Cl)c(NC(=O)CSc2n[nH]c(N)n2)c1	3	4	1	3	-1.2	0	2	-3	6
COc1ccc(-n2c(SCC(=O)NNC(=O)c3ccccc3C)nnc2-c2ccncc2)cc1	1	-5	-3	19	-0.2	1	4	-4	13
CC(=O)N[C@@H](Cc1c[nH]c2ccccc12)C(=O)NC1CCCc2ccccc21 (some centres undefined)	2	-14	-1	-5	-0.7	-1	17	0	12
O=C(c1cccc(NS(=O)(=O)c2cccc(C(F)(F)F)c2)c1)N1CCOCC1	0	9	-1	-9	0.9	0	-2	-2	-9
Cc1ccc(OCc2cc(C(=O)N(C)CCc3nc4ccccc4[nH]3)no2)cc1C	8	0	-1	-1	-0.2	-1	3	7	2
COC(=O)c1ccc(NS(=O)(=O)c2c(C)nc3sccn3c2=O)cc1	6	-1	4	-9	x	0	-1	-1	0
Cc1nc(NC(=O)CN(C)S(=O)(=O)c2ccc(Br)cc2)sc1C	7	13	2	4	-3.7	-7	-8	-17	15
O=S(=O)(NCc1cc(-c2ccc(Cl)cc2)no1)c1ccccc1	3	-4	-1	11	0.1	-5	2	-5	2
Cc1ccccc1NC(=O)N1C2CCC1CC(O)(c1cccnc1)C2 (centres undefined)	0	-9	0	14	-1.9	3	6	3	-3
CCCN1CCN(C(=O)Nc2ccc(C(=O)OCC)cc2)CC1	2	1	4	-1	-1.5	7	3	13	-4
O=C(CCn1ccc([N+](=O)[O-])n1)Nc1nccs1	2	-5	-2	-2	-0.1	1	6	-8	12
Cn1ccnc1SCC(=O)c1ccc(C#N)cc1	2	-2	-1	-3	-0.4	9	1	1	-3
CC(C)CNC(=O)Nc1ccccc1F	0	-2	-1	12	0.9	2	10	-1	1

Next section.
Structure	M4 ag	M1 antag	CHRM5 agonist	CHRM4 antagonist	CRFR2-BP ag	CHRM4 PAM	M1 PAM	CHRM5 PAM	M5 antag
Cc1oc(S(=O)(=O)N2CCCCC2)cc1NC(=O)Nc1ccc(Cl)cc1	22	28	9	1	4.2	-24	-14	-28	32*
C=CCNC(=S)NNC(=O)c1ccc(Br)o1	0	-3	0	1	-4.1	1	5	-1	5
CCCCCC(=O)N1CCCC(c2nc(-c3ccc(OC)cc3)no2)C1 (centres undefined)	3	-3	-9	-4	0.0	0	3	3	0
COc1ccc(Cl)cc1Cn1c(C)c(C(=O)NCc2ccc3c(c2)OCCO3)sc1=O	15	-1	3	-8	x	-7	-8	-11	5
Cc1nn(CC(=O)Nc2cc(S(=O)(=O)N3CCOCC3)ccc2Cl)c(C)c1[N+](=O)[O-]	0	-6	1	5	-0.1	0	3	0	7
CCOC(=O)c1cnc2c(cnn2C)c1Cl	0	-1	1	-3	0.4	1	2	-4	10
COc1ccc(-c2ccc(C(c3c(C)[nH][nH]c3=O)c3c(C)[nH][nH]c3=O)o2)c([N+](=O)[O-])c1	1	3	-3	-2	1.4	-1	9	-2	-10
CCCCCNC(=O)C1C(=O)Nc2ccccc2C(=O)N1c1ccc(OC)cc1 (centres undefined)	4	x	1	-5	x	10	x	7	-7
N#CC1=C(N)S[C@H](C(=O)C23CC4CC(CC(C4)C2)C3)[C@H]1c1ccncc1	1	-14	-3	3	-1.6	1	5	-3	-3
Cc1ccccc1Nc1nnc(SCC(=O)c2c(N)n(C)c(=O)n(C)c2=O)s1	3	0	1	-3	-1.1	-2	0	8	-6
Cc1onc(-c2ccccc2Cl)c1C(=O)NCCCc1ccccc1	0	-10	-4	-5	0.0	5	9	1	7
CC(=O)c1cc(F)c(N2CCN(CCC#N)CC2)cc1C	1	-8	1	8	-1.6	-5	5	-4	-1
CCc1ccc(Nc2oc(C)cc(=O)c2C(C)=O)cc1	0	-7	-6	8	1.0	-3	6	-11	4
COc1ccc(CC(=O)OCn2nnc3ccccc3c2=O)cc1OC	1	-16	-1	5	2.0	-14	10	-9	4
O=C(CCS(=O)(=O)Cc1ccccc1)Nc1nc2c(s1)CCCC2	1	-4	2	8	0.4	1	2	3	-1
CC(=O)Nc1ccc(S(=O)(=O)N2CCN(Cc3cccnc3)CC2)cc1	0	-6	1	17	-5.0	-3	6	5	-4
O=C(O)c1cccc(Nc2ccc([N+](=O)[O-])cn2)c1	0	-13	-3	3	10.0	6	8	5	3
Cc1cc(OCC(=O)Nc2ccncc2)cc(C)c1Br	11	7	5	14	-0.2	0	-11	-19	18
CCN(CC)Cc1c(C(=O)N/N=C/c2ccco2)nnn1-c1nonc1N	1	-22	-1	-13	0.0	16	11	3	-7
CCOC(=O)Cn1nnnc1CN(Cc1cccs1)Cc1cc2cc(C)ccc2[nH]c1=O	5	0	1	-19	-0.5	-1	2	-1	1
CC(NC(=O)c1ccc2nc[nH]c2c1)c1ccccc1 (centres undefined)	0	-1	3	-1	1.5	0	7	1	-5
CCCCn1c2nc3ccccc3nc2c2c(=N)oc(C)nc21	1	-14	2	-8	-0.8	1	9	-4	6
C=CCNC(=O)C12CCC(C)(C(=O)[C@H]1Br)C2(C)C (some centres undefined)	7	-11	5	-1	-0.4	-2	6	7	3
Cc1ccc(NC(=O)CN(C)CC(=O)Nc2c(C)cccc2C)c(Br)c1	2	2	-2	1	0.3	-5	4	-2	1
NC(=O)C1CCN(C(=O)CN(C2CCCCC2)S(=O)(=O)c2ccc(F)cc2)CC1	1	0	-1	-6	-1.3	0	3	2	-5
Cc1ccc(/C(N)=N/OC(=O)c2cccc(Cn3cc(C(F)(F)F)ccc3=O)c2)cc1	1	-17	1	0	1.4	-1	5	1	-2
COc1ccc(S(=O)(=O)Nc2ccc3c(c2)n(C)c(=O)n3C)cc1F	12	11	4	3	0.7	-6	6	-10	14
CCCc1ccc(OCC(O)CN2CCN(CCO)CC2)cc1 (centres undefined)	1	-13	0	5	0.2	2	10	1	2
COc1cc(OC)c(NC(=O)CCCn2c(=O)oc3ccccc32)cc1Cl	1	-3	-2	-4	-4.0	3	0	0	2
CCc1ccccc1N(CC(=O)NCc1ccco1)C(=O)CCC(=O)Nc1ccccn1	1	-10	-1	0	-2.4	1	5	-2	7

Of the compounds above, 2 contain a thiophene ring, fused or not:
Structure	M4 ag	M1 antag	CHRM5 agonist	CHRM4 antagonist	CRFR2-BP ag	CHRM4 PAM	M1 PAM	CHRM5 PAM	M5 antag
O=C(c1cccs1)c1sccc1Cc1ccccc1	-2	-10	-2	2	1.1	1	8	-3	13
CCOC(=O)Cn1nnnc1CN(Cc1cccs1)Cc1cc2cc(C)ccc2[nH]c1=O	5	0	1	-19	-0.5	-1	2	-1	1
